Source: PubChem
FN deposit inh: fibronectin deposition inhibition. AID 743247. 350,000 compounds, 0.086% hits. AH1F fibroblasts, Alexa488-fibronectin deposition fluorescence, overnight. inhibition, % at 12.6 µM;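 active = mean inhibition across replicates of 30% or more, regardless of how many single replicates reach that level; inconclusive = mean under 30% yet at least half of replicates reach 30%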;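 also: positive control wells lacked labelled fibronectin entirely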
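material = AH1F fibroblast monolayer depositing Alexa488-labelled fibronectin into matrix | amount = 10000 AH1F cells/well | buffer or medium = DMEM plus 2% serum, read in PBS | incubation = 1 h cell adhesion before compound, then overnight fibronectin incubation | detection = fluorescence at 485 nm excitation, 525 nm emission | evaluation = percent inhibition as loss of matrix-bound fibronectin fluorescence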
PAX8 reporter: inhibitors of PAX8 transcriptional activity in RMG-I cells; 360,000 compounds, 1.2% hits; RMG-I TPO-luciferase reporter, SteadyGlo, 24 h; AID 652154; inhibition, % at 12.6 µM;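 active = mean replicate inhibition at least 60% with every replicate also reaching 60%; inconclusive = only one of the two criteria is met; inactive = mean below 60% and not all replicates reaching 60%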;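 also: luciferase light reporting Pax8 driven TPO promoter activity; plate controls were median of neutral control wells for no effect and mitoxantrone controls for full effect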
PGC1a acetyl inh: lowers PGC1a acetylation signal in U2OS cells. AID 651687. 350,000 compounds, 0.17% hits. inhibition, % at 15.6 µM. AlphaScreen anti-acetyl-lysine; with virally co-expressed GCN5 acetyltransferase;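 active = every replicate shows inhibition of at least 40%; inconclusive = mean inhibition at least 40% but some replicate below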;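 also: 0% = neutral control wells and 100% = positive control wells; some results beyond the cut were filed as inactive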
PglD inh: inhibitors of Campylobacter jejuni PglD acetyltransferase. purified PglD enzyme, DTNB colorimetric CoA detection. inhibition, % at 12.5 µM. 360,000 compounds, 0.098% hits; in the data active = inhibition above about 16%, passing the limit was not always enough; inconclusive = no clear call, values can overlap the other calls; also: strong numbers were not always called active
S100A4 MyoIIA: S100A4-myosin IIA interaction inhibition. inhibition, % at 10.7 µM. S100A4/TAMRA-MyoIIA peptide fluorescence polarization. AID 652163. 360,000 compounds, 0.14% hits. P26447;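 active = mean inhibition of at least 70% across replicates, with every replicate also reaching that level; inconclusive = mean inhibition reaches 70% but some replicates fall short; inactive = mean inhibition below 70%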
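incubation = readout 5 min after mixing, signal stable up to 60 min | system = S100A4 monomer protein | buffer or medium = HEPES pH 7.2 with CaCl2, KCl, NaCl, DTT, Triton | benchmarks = neutral control DMSO, positive control TFP | also added = fluorescent myosin IIA peptide, 5 nM | compound dosing = one concentration per compound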
LGR2 inh: blocks bursicon-induced cAMP signaling via Drosophila LGR2; inhibition, % at 9.99 µM; 380,000 compounds, 0.35% hits; HEK293 LGR2, CRE-luciferase, bursicon-stimulated, 4 h;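 active = drop in luminescence signal, shown as inhibition above about 50% in the replicate tests, limit read from the data, passing the limit was not always enough; inconclusive = probably only some replicates passing the limit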;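 also: agonist challenge used bursicon conditioned medium at about half maximal strength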
EWS-Fli inh: EWS/Fli transcriptional activity inhibition | A673 NR0B1-luciferase reporter, viability-normalised | inhibition, % at 12.6 µM | 350,000 compounds, 0.67% hits;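 active = mean inhibition of at least 50% after viability correction, with every replicate also passing that limit; inconclusive = mean reaches 50% but only one of two replicates passes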;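 also: firefly luciferase signal divided by Alamar Blue viability fluorescence both relative to DMSO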
ERAP1 HTS inh: blocks human ERAP1 aminopeptidase activity; Q9NZ08; recombinant ERAP1, Leu-AMC fluorescence, 60 min; inhibition, % at 10.7 µM; 340,000 compounds, 0.15% hits; AID 652197;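 active = mean replicate inhibition of at least 30%, or all replicates individually reaching that 30% level; inactive = mean below 30% and not every replicate reaching it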;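 also: 0% = neutral control wells and 100% = L-leucinethiol positive control wells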
Target sequence (Q9NZ08 whole entry, looked up): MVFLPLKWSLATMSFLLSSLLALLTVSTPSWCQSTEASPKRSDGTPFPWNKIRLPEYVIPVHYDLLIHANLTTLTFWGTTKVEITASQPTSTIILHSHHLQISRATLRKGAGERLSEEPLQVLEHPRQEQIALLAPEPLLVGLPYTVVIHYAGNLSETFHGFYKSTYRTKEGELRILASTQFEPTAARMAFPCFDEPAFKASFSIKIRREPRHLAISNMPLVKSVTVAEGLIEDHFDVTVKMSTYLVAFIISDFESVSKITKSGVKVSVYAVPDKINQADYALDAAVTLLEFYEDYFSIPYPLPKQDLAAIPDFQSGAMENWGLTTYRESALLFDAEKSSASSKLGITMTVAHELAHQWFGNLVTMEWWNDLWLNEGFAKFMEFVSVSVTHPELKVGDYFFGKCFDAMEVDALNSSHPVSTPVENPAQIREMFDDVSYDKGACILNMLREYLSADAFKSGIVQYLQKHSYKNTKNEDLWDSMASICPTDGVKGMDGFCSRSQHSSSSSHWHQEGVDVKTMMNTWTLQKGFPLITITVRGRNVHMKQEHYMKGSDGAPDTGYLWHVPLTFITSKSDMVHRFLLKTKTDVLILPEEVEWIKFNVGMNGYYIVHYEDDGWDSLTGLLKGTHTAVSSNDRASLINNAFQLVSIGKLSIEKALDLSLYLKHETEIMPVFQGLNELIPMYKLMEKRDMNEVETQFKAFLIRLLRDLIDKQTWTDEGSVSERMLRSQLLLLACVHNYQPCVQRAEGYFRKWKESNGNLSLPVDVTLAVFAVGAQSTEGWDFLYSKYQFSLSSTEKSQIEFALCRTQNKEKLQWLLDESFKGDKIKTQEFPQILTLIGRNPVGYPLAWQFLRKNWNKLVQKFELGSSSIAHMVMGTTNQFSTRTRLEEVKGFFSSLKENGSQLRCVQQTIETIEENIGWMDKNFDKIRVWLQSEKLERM
* marks the source's active call; other numbers are inactive results; ? = inconclusive; · = no result given.

SMILES	FN deposit inh	PAX8 reporter	PGC1a acetyl inh	PglD inh	S100A4 MyoIIA	LGR2 inh	EWS-Fli inh	ERAP1 HTS inh
COCC(C)n1c(C)cc(C(=O)CSc2nnc(-c3ccco3)o2)c1C (centres undefined)	-5	·	0	·	1	-18	-32	0
COc1ccccc1-c1ccccc1[C@@H]1[C@@H](C#N)N(C(=O)CN(C)C)[C@@H]1CO	-5	·	·	·	-7	6	-13	0
O=C(NNc1nc(-c2ccccc2)c2cc(Br)ccc2n1)c1ccc(S(=O)(=O)N2CCOCC2)cc1	3	-7	·	2	3	4	10	4
COc1cc(NC(=O)C2CC(=O)N(CCc3ccccc3)C2)cc(OC)c1 (centres undefined)	4	·	·	-8	4	11	-3	1
FC(F)(F)c1cc(-c2cccs2)nc2nc(N3CCOCC3)sc12	·	10	-11	·	0	11	2	-2
O=C(NCc1cc(C(F)(F)F)ccc1F)C1CCC(=O)N(C2CCCCCC2)C1 (centres undefined)	-4	1	-3	0	-7	-13	·	-4
O=C(C[C@H]1C=C[C@@H](NC(=O)c2cccnc2)[C@@H](CO)O1)NCc1ccncn1	-16	·	2	·	?	1	·	-4
COc1ccc(OC)c(NC(=O)CN(Cc2ccc(F)cc2)C2CCCCC2)c1	-10	17	·	0	0	16	23	-1
O=C(Nc1ccc(F)cc1)c1nc2c(nnn2Cc2cccc3ccccc23)c(=O)[nH]1	-3	7	-3	1	-8	-7	-7	2
Cn1ncc(-c2ccno2)c1C(=O)O	-1	9	4	·	-4	18	5	12
Cc1ccc(/C(O)=C2/C(=O)C(=O)N(Cc3ccco3)C2c2cccs2)cc1 (centres undefined)	·	·	10	·	-1	-63	-2	3
COCC(=O)NC[C@@H]1[C@@H](c2ccccc2)[C@H](CO)N1C(=O)c1ccccc1	1	-8	6	-2	-7	-9	0	-2
COc1ccccc1C(=O)Nc1ccc2c(c1)OC[C@H](C)N(CC1CC1)C[C@H](C)[C@@H](OC)CN(C)C2=O	1	·	1	·	-1	5	-8	-1
CCOC(=O)Cc1csc(NC(=O)C2CCCN(S(=O)(=O)c3cnc[nH]3)C2)n1 (centres undefined)	1	-16	0	-1	26	-7	0	-2
O=C(C[C@H]1C[C@@H]2c3cc(NC(=O)C4CCC4)ccc3O[C@@H]2[C@@H](CO)O1)NCc1ccc(-c2ccccc2)cc1	5	44	-17	0	-25	-5	18	1
C[C@H](CO)N1C[C@H](C)[C@@H](CN(C)C(=O)CCCN(C)C)OCCCC[C@H](C)Oc2ccc(NS(C)(=O)=O)cc2C1=O	·	-11	15	3	-17	-6	-8	5
C[C@@H]1CN([C@@H](C)CO)C(=O)c2cccc(NS(=O)(=O)c3ccc(Cl)cc3)c2O[C@@H]1CN(C)Cc1ccc(C(=O)Nc2ccccc2N)cc1	3	·	3	-2	6	16	53*	1
CO[C@@H]1CN(C)C(=O)c2cc(NC(=O)Nc3c(C)noc3C)ccc2OC[C@@H](C)NC[C@@H]1C	-1	0	0	0	-7	-1	-6	0
CCn1c(Cc2ccccc2)nnc1SCC(=O)Nc1ccccc1O	1	22	-11	-6	-16	-16	-2	-3
Cc1ccc(S(=O)(=O)Nc2cc(=O)[nH]c(SCc3ccc(Cl)cc3)n2)cc1	6	9	·	2	-10	-7	2	9
CC(Nc1nc(-c2ccc(F)cc2)cs1)c1nc2cc(Cl)c(Cl)cc2n1CCOCCO (centres undefined)	-2	20	-12	-1	-3	1	3	2
CC(C)c1ccc(S(=O)(=O)N(C)C2(C)CCS(=O)(=O)C2)cc1 (centres undefined)	2	-9	-51	-3	-6	-14	-5	1
O=C(CCNC(=O)c1ccccc1)NN=Cc1ccc(Br)o1	1	3	·	-1	-1	-2	1	-3
C[C@@H]1CN([C@H](C)CO)C(=O)c2cccc(NS(=O)(=O)c3ccc(F)cc3)c2O[C@@H]1CN(C)S(=O)(=O)c1cn(C)cn1	·	-14	0	-3	1	1	-2	0
CC(C)COC(=O)c1ccccc1N1C(=O)C2C3CCC(C3)C2C1=O (centres undefined)	5	-1	·	·	-3	11	1	3

Reformatted: six of the compounds above.
Values in the order – FN deposit inh | PAX8 reporter | PGC1a acetyl inh | PglD inh | S100A4 MyoIIA | LGR2 inh | EWS-Fli inh | ERAP1 HTS inh
> COc1cc(NC(=O)C2CC(=O)N(CCc3ccccc3)C2)cc(OC)c1 (centres undefined)
  4 | · | · | -8 | 4 | 11 | -3 | 1
> FC(F)(F)c1cc(-c2cccs2)nc2nc(N3CCOCC3)sc12
  · | 10 | -11 | · | 0 | 11 | 2 | -2
> O=C(NCc1cc(C(F)(F)F)ccc1F)C1CCC(=O)N(C2CCCCCC2)C1 (centres undefined)
  -4 | 1 | -3 | 0 | -7 | -13 | · | -4
> O=C(C[C@H]1C=C[C@@H](NC(=O)c2cccnc2)[C@@H](CO)O1)NCc1ccncn1
  -16 | · | 2 | · | ? | 1 | · | -4
> COc1ccc(OC)c(NC(=O)CN(Cc2ccc(F)cc2)C2CCCCC2)c1
  -10 | 17 | · | 0 | 0 | 16 | 23 | -1
> O=C(Nc1ccc(F)cc1)c1nc2c(nnn2Cc2cccc3ccccc23)c(=O)[nH]1
  -3 | 7 | -3 | 1 | -8 | -7 | -7 | 2

Ordered by value in S100A4 MyoIIA (lowest first): 5 from the list above
| canonical_smiles | S100A4 MyoIIA |
| --- | --- |
| COCC(=O)NC[C@@H]1[C@@H](c2ccccc2)[C@H](CO)N1C(=O)c1ccccc1 | -7 |
| CC(C)COC(=O)c1ccccc1N1C(=O)C2C3CCC(C3)C2C1=O (centres undefined) | -3 |
| O=C(CCNC(=O)c1ccccc1)NN=Cc1ccc(Br)o1 | -1 |
| COc1cc(NC(=O)C2CC(=O)N(CCc3ccccc3)C2)cc(OC)c1 (centres undefined) | 4 |
| C[C@@H]1CN([C@@H](C)CO)C(=O)c2cccc(NS(=O)(=O)c3ccc(Cl)cc3)c2O[C@@H]1CN(C)Cc1ccc(C(=O)Nc2ccccc2N)cc1 | 6 |

The main list resumes, starting three compounds before the break.
SMILES	FN deposit inh	PAX8 reporter	PGC1a acetyl inh	PglD inh	S100A4 MyoIIA	LGR2 inh	EWS-Fli inh	ERAP1 HTS inh
O=C(CCNC(=O)c1ccccc1)NN=Cc1ccc(Br)o1	1	3	·	-1	-1	-2	1	-3
C[C@@H]1CN([C@H](C)CO)C(=O)c2cccc(NS(=O)(=O)c3ccc(F)cc3)c2O[C@@H]1CN(C)S(=O)(=O)c1cn(C)cn1	·	-14	0	-3	1	1	-2	0
CC(C)COC(=O)c1ccccc1N1C(=O)C2C3CCC(C3)C2C1=O (centres undefined)	5	-1	·	·	-3	11	1	3
CN(c1ccccc1)S(=O)(=O)c1ccc(C(=O)NCc2cccs2)cc1	4	13	-6	-2	-5	-1	20	·
C[C@@H]1CN([C@@H](C)CO)C(=O)Cc2cc(NS(=O)(=O)c3ccccc3)ccc2O[C@H]1CN(C)Cc1ccc(C(F)(F)F)cc1	·	92*	-2	3	-2	6	·	-2
C[C@@H]1CN([C@@H](C)CO)C(=O)c2cc(NS(C)(=O)=O)ccc2O[C@@H](C)CCCCO[C@H]1CN(C)C	3	-21	7	1	-2	6	-6	-1
O=C(c1ccc(S(=O)(=O)Nc2ccccc2Cl)cc1)N1CCCC1	-4	1	·	-4	-1	-2	-4	-1
COc1cccc(S(=O)(=O)N[C@@H]2CC[C@@H](CCNC(=O)Nc3cc(F)ccc3F)O[C@H]2CO)c1	-5	17	·	-3	0	5	-11	2
O=C(O)C1C2CC2CN1C(=O)c1ccc(Cl)cc1 (centres undefined)	-7	-1	-5	·	2	2	-2	11
CO[C@H]1CN(C)C(=O)c2cc(NS(C)(=O)=O)ccc2OC[C@@H](C)N(Cc2cccnc2)C[C@H]1C	-23	·	12	·	·	-12	-9	·
C[C@@H]1CCCCO[C@@H](CN(C)S(=O)(=O)c2cccs2)[C@H](C)CN([C@@H](C)CO)C(=O)c2cc(NC(=O)C3CCCCC3)ccc2O1	·	·	1	-1	-4	15	9	0
C[C@@H]1CN([C@H](C)CO)C(=O)CCCn2nncc2CO[C@H]1CN(C)S(=O)(=O)c1ccc(-c2ccccc2)cc1	1	8	-2	1	-2	-7	8	0
O=C(NC1CCCCCC1)C(=S)NC1CCCCC1	0	-39	·	·	5	-25	-68	-2
CCCCCc1c(Cc2ccccc2)ncn1CCc1ccccc1OC	-6	29	·	·	-5	33	?	-1
CC(C)N(C(=O)C(=O)c1cccn1-c1ccccc1C#N)C(C)C	3	-4	2	-6	·	·	·	·
O=C(C[C@H]1CC[C@@H]2NC[C@H](O)COC[C@H]2O1)NCCN1CCCC1	-5	-5	-6	·	12	4	·	3
C[C@H](CO)N1C[C@H](C)[C@H](CN(C)C)OCc2ccccc2-c2ccccc2C1=O	-13	-6	-2	-1	-3	22	-6	1
CCN(CC)CCC(c1ccc(N(C)C)cc1)c1c(O)cc(OC)cc1OC (centres undefined)	-7	-6	·	-2	·	-4	0	·
C[C@@H]1CN([C@@H](C)CO)S(=O)(=O)c2ccc(-c3cccc(C#N)c3)cc2O[C@@H]1CN(C)CC1CC1	·	4	3	7	15	6	-1	8
CCN(CC)CCNC(=O)c1ccc(NC(=O)Nc2cccc3ccccc23)cc1	6	-5	·	-2	-2	11	11	3
COc1ccc(N2C(=O)CC(NCCNc3ccc([N+](=O)[O-])cn3)C2=O)cc1 (centres undefined)	-4	7	-14	0	·	0	·	·
COc1ccccc1CNS(=O)(=O)c1ccc(-n2cnnn2)c(OC)c1	-5	-3	·	-3	-5	-11	5	3
